BoNT-F LC inh: inhibitors of Botulinum neurotoxin F light chain protease. Multiplex microsphere protease cleavage assay, flow cytometry. inhibition, % at 10 µM. hit rate 0.22% among 360,000. AID 588497; in the data active = inhibition above about 35%, passing the limit was not always enough; inconclusive = no clear call, values can overlap the other calls; note: plate controls were buffer without enzyme for full effect and enzyme alone for no effect
BoNT A protease: BoNT A light chain protease inhibition. multiplex microsphere protease substrate cleavage, flow cytometry. inhibition, % at 10 µM. hit rate 0.17% among 360,000; note: plate controls were buffer without enzyme for full effect and enzyme alone for no effect
PfHsp40 yeast: restores yeast growth despite PfHsp40 toxicity | hit rate 0.68% among 340,000 | S. cerevisiae expressing PfHsp40, growth rescue, ATP luminescence | AID 504582 | growth rescue, % at 12.5 µM; in the data active = growth rescue above about 28%, passing the limit was not always enough; inconclusive = no clear call, values can overlap the other calls;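 note: yeast W303a lacking pdr1 and pdr3 grown in galactose medium; growth measured after three days at 30 °C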
Anthrax LF inh2: inhibitors of Bacillus anthracis lethal factor protease | multiplex microsphere protease cleavage assay, LF | hit rate 0.12% among 360,000 | inhibition, % at 10 µM | P15917; note: plate controls were buffer without enzyme for full effect and enzyme alone for no effect
Target sequence (P15917 whole entry, looked up): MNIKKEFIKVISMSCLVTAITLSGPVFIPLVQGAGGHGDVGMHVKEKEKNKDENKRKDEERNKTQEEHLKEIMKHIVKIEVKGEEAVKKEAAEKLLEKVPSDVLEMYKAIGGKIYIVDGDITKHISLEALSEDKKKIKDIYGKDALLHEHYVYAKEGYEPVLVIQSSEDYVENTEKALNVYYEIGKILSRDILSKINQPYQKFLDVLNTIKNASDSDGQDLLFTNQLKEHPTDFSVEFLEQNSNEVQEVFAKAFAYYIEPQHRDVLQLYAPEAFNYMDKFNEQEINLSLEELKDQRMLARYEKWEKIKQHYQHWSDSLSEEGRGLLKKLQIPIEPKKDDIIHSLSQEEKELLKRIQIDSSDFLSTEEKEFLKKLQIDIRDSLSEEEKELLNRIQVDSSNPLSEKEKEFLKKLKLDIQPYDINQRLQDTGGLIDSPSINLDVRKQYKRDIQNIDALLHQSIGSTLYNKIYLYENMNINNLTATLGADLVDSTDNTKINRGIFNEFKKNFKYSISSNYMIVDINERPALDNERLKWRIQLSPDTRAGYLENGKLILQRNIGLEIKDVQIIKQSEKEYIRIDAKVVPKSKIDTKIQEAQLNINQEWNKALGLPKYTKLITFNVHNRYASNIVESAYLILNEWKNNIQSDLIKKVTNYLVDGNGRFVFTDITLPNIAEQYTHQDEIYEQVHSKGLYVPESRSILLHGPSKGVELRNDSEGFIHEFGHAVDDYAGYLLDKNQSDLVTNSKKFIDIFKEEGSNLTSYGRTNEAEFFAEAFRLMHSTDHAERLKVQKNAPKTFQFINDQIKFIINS
Y pestis TopoI: Y. pestis Topo-I inhibition via cleavage products | activity, % at 10 µM | hit rate 0.064% among 360,000 | AID 504884 | Y. pestis Topo-I cleavage product accumulation, plate reader; in the data active = activity above about 50%, passing the limit was not always enough; inconclusive = no clear call, values can overlap the other calls; note: inactives centre near 2
PrPC surface inh: inhibitors of human cell surface prion protein PrPC. inhibition, % at 13.8 µM. hit rate 0.43% among 370,000. TR-FRET read-out; in the data active = inhibition above about 24%; note: 0% = median of the test wells and 100% = reference compound wells
FadD28 binding: blocks FadD28 binding to the bisubstrate probe; hit rate 0.22% among 360,000; inhibition, % at 12.5 µM; fluorescence polarization; AID 588549; in the data active = inhibition above about 8.5%, passing the limit was not always enough; inconclusive = no clear call, values can overlap the other calls
TcdB GH inh: inhibitors of Clostridioides difficile toxin B glycohydrolase; TcdB glycohydrolase enzymatic assay, plate reader; inhibition, % at 9.99 µM; hit rate 0.24% among 350,000; in the data active = inhibition above about 10%
CCHFV vOTU inh: CCHFV vOTU protease inhibition; hit rate 0.55% among 370,000; AID 651958; Pep-AMC fluorescence; inhibition, % at 11.5 µM; in the data active = inhibition above about 30%; note: 0% = vehicle wells with enzyme and 100% = no enzyme wells
Active calls of the source: *; ? = inconclusive; nt = no result given. Cut-off read from the data, not from the text of the source, unless noted: active = inhibition above about 30%; inconclusive = no clear call, values can overlap the other calls; inactive = below that. No enrichment for hits (roughly 2.3% active in at least one column).

SMILES	BoNT-F LC inh	BoNT A protease	PfHsp40 yeast	Anthrax LF inh2	Y pestis TopoI	PrPC surface inh	FadD28 binding	TcdB GH inh	CCHFV vOTU inh
COc1ccc(OCC(=O)Nc2ccc3nc(C)sc3c2)cc1	-4	-0.4	1.7	2	2	7	-3.1	-0.4	-2
C=CCOc1c(Br)cc(CNn2nnnc2N)cc1OCC	?	0.9	-0.5	-2	-1	7	-2.2	nt	3
Cc1ccc(CNC(=O)c2ccc3c(=O)n4c(-c5ccc(C)cc5)csc4nc3c2)cc1	-16	-1.4	-1.6	-8	10	0	-0.1	-2.3	9
Cc1ccc(OCC(=O)NNC(=O)c2cccnc2)cc1C	-7	-1.5	0.8	-1	-2	0	-0.5	0.0	-13
CCc1nccn1S(=O)(=O)c1ccc(C)c(C)c1	-9	-0.3	-0.9	-1	-3	5	-2.2	nt	-1
CCCCCCOC(=O)Sc1nc2ccccc2o1	5	0.7	-1.3	2	18	1	-0.7	nt	2
CCOC(=O)N1CCC(NC(=O)C2CCN(S(=O)(=O)N3CCC(C)CC3)CC2)CC1	-4	-0.2	1.7	-2	5	nt	-3.1	0.6	nt
COc1ccc(-c2csc(N3CCN(S(=O)(=O)c4ccc5c(c4)NC(=O)CO5)CC3)n2)cc1	4	0.4	1.0	0	32	8	0.6	1.1	16
CCOc1ccc(Cc2nc(-c3nonc3N)no2)cc1OCC	12	0.7	0.8	-1	-5	5	-1.0	nt	6
CCOC(=O)c1cc(C(=O)NC(C)c2ccccc2)c(=O)[nH]c1C (configuration not stated)	9	0.3	0.7	13	-5	-1	-0.9	-1.3	12
Cc1ccc(NC(=O)CSc2ncc3ccccn23)cc1	0	0.3	-0.4	-4	-3	-4	0.3	0.8	-4
CCOc1cc(/C=C/C(=O)c2ccc3c(c2)OCCO3)ccc1OCC(=O)N(C)C	11	-0.6	-0.3	5	-1	-12	-1.0	0.8	8
CCCCCCOc1ccc(C(=O)NCCCn2ccnc2)cc1	1	-1.6	-0.1	-2	22	-1	-4.1	2.0	12
COc1ccccc1NC(=O)C1CC(=O)OC1c1ccccc1 (configuration not stated)	-16	0.6	0.4	1	-4	-2	-4.6	nt	13
COc1ccccc1CNC(=O)COc1cc(O)c2c(c1)OC(C)(C)CC2=O	-13	-0.3	nt	-13	30	14	6.5	0.3	9
CN(CC(=O)NCCc1ccc(Cl)cc1)S(=O)(=O)c1ccc2c(c1)c(=O)n(C)c(=O)n2C	-1	-0.8	0.0	-5	29	4	-4.9	0.7	-4
O=c1oc(-c2ccccc2NS(=O)(=O)c2ccc(Cl)cc2)nc2ccccc12	?	?	-1.0	-1	-3	3	-1.3	-2.9	-8
O=C(c1ccc2c(c1)OCO2)N1CCc2ccccc2C1	18	1.6	0.6	2	12	-4	-0.9	nt	-4
CCOP(=O)(OCC)C(Nc1cccc([N+](=O)[O-])c1)c1ccc(N(C)C)cc1 (configuration not stated)	-10	-0.5	nt	-11	18	-5	-2.7	-1.1	-4
CCCSCCCNC(=O)c1ccccc1NC(=O)C1=CSCCO1	0	0.4	0.2	-2	17	3	-3.7	0.2	-2
O=C1c2ccc3c4c(ccc(c24)C(=O)N1CCCCO)C(=O)N(CCCCO)C3=O	0	-0.2	-0.9	-5	-12	-16	-1.2	2.2	22
CCCCn1c(N)c(N(CCOC)C(=O)c2cc(-c3ccncc3)nc3ccccc23)c(=O)[nH]c1=O	-6	0.2	-1.4	0	3	-1	-0.7	-0.8	6
CCN1C(=O)[C@H]2[C@@H](c3ccc(C)cc3)N3C(=O)N(c4cccc(F)c4)C(=O)[C@@]3(CC)[C@H]2C1=O	-3	-0.3	1.8	6	-9	3	-0.1	2.0	6
COc1ccc(C(=O)c2coc3ccc(O)c(CN4CCOCC4)c23)cc1	8	-1.2	-0.2	-7	15	6	-0.5	-0.7	-4

Retrieved by structure from above:
SMILES	BoNT-F LC inh	BoNT A protease	PfHsp40 yeast	Anthrax LF inh2	Y pestis TopoI	PrPC surface inh	FadD28 binding	TcdB GH inh	CCHFV vOTU inh
CCCSCCCNC(=O)c1ccccc1NC(=O)C1=CSCCO1	0	0.4	0.2	-2	17	3	-3.7	0.2	-2
COc1ccccc1CNC(=O)COc1cc(O)c2c(c1)OC(C)(C)CC2=O	-13	-0.3	nt	-13	30	14	6.5	0.3	9
O=C(c1ccc2c(c1)OCO2)N1CCc2ccccc2C1	18	1.6	0.6	2	12	-4	-0.9	nt	-4
COc1ccccc1NC(=O)C1CC(=O)OC1c1ccccc1 (configuration not stated)	-16	0.6	0.4	1	-4	-2	-4.6	nt	13
CCOP(=O)(OCC)C(Nc1cccc([N+](=O)[O-])c1)c1ccc(N(C)C)cc1 (configuration not stated)	-10	-0.5	nt	-11	18	-5	-2.7	-1.1	-4

(cont.)
SMILES	BoNT-F LC inh	BoNT A protease	PfHsp40 yeast	Anthrax LF inh2	Y pestis TopoI	PrPC surface inh	FadD28 binding	TcdB GH inh	CCHFV vOTU inh
COc1ccc(NC(=S)N(CCN2CCOCC2)Cc2cc3cc4c(cc3[nH]c2=O)OCCO4)cc1	3	1.2	-0.2	-2	19	-3	-2.6	-4.1	-2
COC(=O)c1c(C)[nH]c(C(C)=O)c1C	0	0.0	0.1	0	2	-1	-2.2	nt	5
CCCCc1nc2cc(C(=O)N3CCCCC3COC)ccc2o1 (configuration not stated)	-2	0.3	-1.0	1	14	0	0.0	0.7	1
CCc1nc(SCc2ccc(Br)cc2)n[nH]1	4	1.3	0.7	11	3	6	-4.8	8.0	-12
COc1cc(Cl)c(C)cc1NC(=O)CSc1nnc(CN2CCCC2)o1	0	-0.9	0.2	-1	3	-6	-1.9	0.2	-1
CC(C)C[C@@H](COCc1ccc(C(F)(F)F)cc1)N1CCN(C(=O)c2ccc(C(F)(F)F)cc2)CCC1=O	3	0.1	nt	5	nt	0	nt	1.2	29
O=C(Cc1ccccc1)c1c[nH]c(C(=O)NCc2ccncc2)c1	-1	-0.4	-0.9	-4	6	5	-0.2	-1.5	-6
COc1cccc(C(=Cc2ccc([N+](=O)[O-])cc2)C(=O)O)c1	0	-0.2	nt	-2	1	-17	-3.1	0.6	14
O=C(CSc1nc2ccccc2o1)NCCOc1ccccc1	-12	-1.3	1.2	-6	6	1	-1.6	nt	-7
O=C(Cc1ccc(-n2c(=S)[nH]c3ccccc3c2=O)cc1)N1CCC(N2CCCCC2)CC1	-3	-1.9	-1.2	1	3	-3	-0.9	nt	-2
O=C(c1ccncc1)N1CCN(CCc2ccccc2)CC1	-4	-0.5	-1.0	-17	0	0	-0.9	-0.5	-9
COc1cc(C=C2C(=O)NC(=O)NC2=O)ccc1O	6	0.4	0.9	-4	2	6	-0.9	0.4	11
CCOc1ccc(N(C)S(=O)(=O)c2cc(-c3cc(C)no3)ccc2OC)cc1	-4	0.9	-1.0	0	32	8	-2.9	1.1	13
COc1ccc(/C=N/N2C(=O)C3C4C=CC(CC4)C3C2=O)c(OC)c1 (configuration not stated)	-2	0.2	0.3	0	5	0	-1.8	1.4	4
O=C(Nc1cccc(OC(F)(F)F)c1)C1Cc2c(-c3ccc4c(c3)OCO4)ccnc2O1 (configuration not stated)	2	0.5	nt	-3	15	-5	-2.8	1.4	8
COC(=O)NNC(=O)COc1cc(C)ccc1C	-5	-0.6	-0.7	-2	-8	-7	0.7	0.6	3
COc1cc2c(cc1OC)CN(C1CCC(C)CC1)CC2 (configuration not stated)	?	?	-0.1	-3	-3	6	0.5	0.9	-16
CC(C)CC1C(C#N)=C(N)SC(N)=C1C#N	8	7.5	-0.6	10	-10	3	-4.8	nt	-1
Cc1onc(-c2ccccc2)c1C(=O)OCC(=O)c1ccc(F)cc1	0	0.3	nt	0	20	0	-3.3	0.6	1
CCc1nc(SCc2ccccc2)n[nH]1	?	-0.6	-0.3	21	1	0	1.0	1.0	-10
CNC(=O)COC(=O)c1nc(-n2nc(C)cc2C)ccc1Cl	-3	-0.8	-1.0	0	-9	-5	-1.1	nt	2
COc1cc(/C=C(\C#N)C(=O)NCC2CCCO2)ccc1OC(C)C (configuration not stated)	-5	-1.2	-0.6	2	4	-1	-0.9	nt	-5
COc1ccc(S(=O)(=O)N2CCc3ccccc32)cc1[N+](=O)[O-]	0	-3.3	-1.5	14	-1	1	-2.6	1.2	-6
COc1cc([N+](=O)[O-])ccc1NC(=O)CCCOc1ccccc1	-5	1.1	1.3	1	-5	-12	-1.2	nt	16
CN(CCC#N)S(=O)(=O)c1ccc2c(c1)c(=O)n(C)c(=O)n2C	0	0.3	-0.2	-3	-4	0	-1.7	nt	6
O=C(CNS(=O)(=O)c1c(Cl)cccc1Cl)OCC(=O)c1ccc[nH]1	2	-0.2	-0.2	-2	6	1	-1.1	1.7	-7
COc1ccc(NC(=O)c2cc(S(=O)(=O)N3CCCC3)ccc2OC)cc1	2	2.0	0.4	-3	-4	3	-3.8	2.3	2
CC(C)N(Cc1ccccc1)C(=O)CCc1ccccc1	-2	-0.2	-2.0	-4	8	1	-4.2	-0.3	14
COC(=O)c1c(NC(=O)COC(=O)c2ccc(O)cc2)sc2c1CCCCC2	-1	-0.5	0.7	-2	-2	0	-4.0	-0.8	-1
O=C(NCCCN1CCOCC1)NC12CC3CC(CC(C3)C1)C2	-3	0.4	-0.3	0	1	-2	-3.5	nt	4
O=c1[nH]c2ccccc2cc1CN(c1ccccc1)S(=O)(=O)c1ccccc1	-4	-0.1	-1.6	0	8	3	-2.0	-0.6	-5
CCOC(=O)c1ccccc1N1C(=O)C2Sc3[nH]c(=O)sc3C(/C=C/c3ccccc3)C2C1=O (configuration not stated)	-2	3.3	-0.4	-1	-6	4	0.3	-1.9	12
CCOc1ccc(NCCC(=O)c2ccc3c(c2)OCO3)cc1	-17	?	1.2	-5	-5	-4	0.0	0.6	-16
C=CCSc1nnc(NC(=O)CCNC(=O)c2ccco2)s1	-10	-1.3	-0.1	14	3	-3	-0.3	1.1	-2
O=C(NCCS(=O)(=O)N1CCN(Cc2ccccc2)CC1)c1ccccc1	-14	-2.1	-0.3	0	2	0	-0.4	-2.3	-3
COc1ccc(CCNC(=O)CCCCCN2C(=O)c3ccccc3C2=O)cc1OC	0	0.2	-0.3	-1	22	7	-1.9	0.6	5
Cc1ccc(N=c2sc(C)c(C)n2C)cc1	-10	-0.1	0.0	-4	-13	-1	-0.1	nt	3
CCC(C)N1C(=O)/C(=C\c2cnc(N(C)C)nc2)C(=O)NC1=S (configuration not stated)	-4	-1.1	1.0	-1	-3	-9	0.7	0.1	2
COc1cccc(-n2c(=S)[nH]c3ccccc3c2=O)c1	-8	-1.0	-1.1	-2	-2	6	-0.1	0.6	14
CC(Sc1n[nH]c(-c2ccccc2F)n1)C(=O)Nc1ccc(S(N)(=O)=O)cc1 (configuration not stated)	6	-0.6	-1.4	5	0	-2	-0.9	2.4	-4
Cc1ccc(Nc2nc(N)nc(COC(=O)c3ccc(Br)o3)n2)cc1	nt	nt	0.4	nt	-5	1	-5.2	-0.1	-3
COc1ccc2nc(SCC(=O)Nc3ccc(S(=O)(=O)Nc4nccc(C)n4)cc3)[nH]c2c1	4	2.1	0.8	0	3	3	-0.4	nt	4
CCCOc1ccc(S(=O)(=O)n2cc(F)c(=O)[nH]c2=O)cc1	4	-1.9	162*	0	1	-4	0.0	-0.9	7
Cc1ccc(CN2C(=O)c3ccccc3NC23CCN(Cc2ccccc2)CC3)cc1	3	-0.7	1.5	4	0	-3	-5.1	0.8	2
COc1ccc(CNC(=O)c2cccc(S(=O)(=O)N3CCN(C)CC3)c2)cc1	-3	0.0	-1.3	-2	3	-2	-4.5	0.9	-13
Fc1ccc2nc(C3CCN(Cc4nc(CC5CC5)no4)CC3)[nH]c2c1	-8	-0.6	-0.5	-2	2	-2	-4.3	-0.9	-8
Cc1ccc(S(=O)(=O)NCCC(=O)OCn2nnc3ccccc3c2=O)cc1	-10	0.0	-1.2	0	6	-3	0.3	nt	-5
COc1ccc(C2C(C(C)=O)=C(O)C(=O)N2CCc2c[nH]c3ccccc23)cc1OC (configuration not stated)	-19	-1.8	-1.0	-3	-4	-7	0.1	nt	8
CCCOc1ccccc1NC(=O)/C=C/c1ccc(OC)c(S(=O)(=O)N2CCOCC2)c1	-10	-0.3	nt	-6	26	1	-0.7	-0.3	8
CC(=O)c1ccc(Nc2c3c(nc4ccccc24)CCCC3)cc1	1	0.3	-0.2	-2	16	16	-1.7	0.9	-3

Bioassay records as filed in PubChem.
